Screens: PubChem BioAssay, several laboratories
KKLEB tox: cytotoxicity in KKLEB CF airway cells, primary screen, cytotoxicity control for CF NF-kB inhibitor project, cell-based, uHTS, fluorescence assay plates; KKLEB CF airway cells viability, ATPlite luminescence, overnight; hits give low values; cells stimulated with P. aeruginosa culture filtrate; activity change (cytotoxicity), % at 5 µM; actives 0.36% (n = 360,000); AID 602141, 2011;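 active = corrected activity change at or below -50% at 5 µM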
Shn3 3UTR inh: reduction of Shn3 3'UTR firefly luciferase signal, primary screen, Schnurri-3 inhibitor project, cell-based, Clone20 osteoblasts, set 2; Clone20 osteoblast Shn3 3'UTR firefly luciferase, 24 h; actives 0.52% (n = 360,000); inhibition, % at 12.5 µM; AID 588674, 2011;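 active = mean inhibition of at least 75% with every replicate also reaching 75%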;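 also: 0% = median of neutral control wells and 100% = pilot-screen positive control compound; some compounds past the cut are filed as inactive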
NR2E3 ag-1: inhibitors of NR2E3-RetCOR corepressor binding, primary screen, NR2E3 agonist project, biochemical, TR-FRET, GST-NR2E3, biotin-RetCOR | Photoreceptor-specific nuclear receptor (Homo sapiens), Q9Y5X4 | 1536-well | inhibition of corepressor binding, % at 4.78 µM | actives 0.12% (n = 320,000) | AID 2300, 2010;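 active = percent inhibition above the cutoff of mean plus 3 SD of all tested compounds, set per screening campaign, cut at about 20% in these data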;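 also: 0% = DMSO wells and 100% = biotin wells as full block of FRET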
Target sequence (Q9Y5X4 whole entry, looked up): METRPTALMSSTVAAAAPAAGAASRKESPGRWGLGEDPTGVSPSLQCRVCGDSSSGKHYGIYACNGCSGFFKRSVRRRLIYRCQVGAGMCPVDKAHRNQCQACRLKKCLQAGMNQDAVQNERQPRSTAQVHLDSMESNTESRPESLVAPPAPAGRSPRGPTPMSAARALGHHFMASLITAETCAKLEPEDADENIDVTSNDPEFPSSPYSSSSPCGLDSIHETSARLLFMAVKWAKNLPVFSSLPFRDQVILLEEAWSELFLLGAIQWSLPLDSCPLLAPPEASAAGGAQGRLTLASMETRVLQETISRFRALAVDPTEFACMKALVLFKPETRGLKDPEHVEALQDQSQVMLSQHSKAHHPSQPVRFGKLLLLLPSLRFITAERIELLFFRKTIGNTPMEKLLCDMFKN
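Test system – NR2E3–RetCOR corepressor complex · Quantity – NR2E3 fusion 1.35 nM · Buffer or medium – Tris pH 7.5 · Incubation – Compound–protein incubation for 5 h at 4 °C · Technique – TR-FRET, Eu(K)-anti-GST donor, streptavidin-D2 acceptor, ex 340, em 617/671 nm · Evaluation – percent inhibition of 671/617 nm emission ratio versus biotin and DMSO controls · Plate – 1536-well format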
Peg3 prom inh: Peg3 promoter-driven luciferase inhibitors, primary screen, cell-based, HeLa, luciferase luminescence; HeLa PEG-Prom luciferase reporter, overnight; actives 1.7% (n = 360,000); inhibition, % at 20 µM; AID 588405, 2011;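 active = inhibition of at least 50% at 20 µM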
TRPM1 prom inh: inhibitors of MITF-dependent TRPM1 promoter reporter, primary screen, cell-based, SK-MEL-5, single point, luciferase; inhibition, % at 12.5 µM; SK-MEL-5 TRPM1 promoter luciferase, 24 h; actives 0.83% (n = 330,000); AID 488899, 2010;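 active = mean inhibition across replicates of 60% or more, whatever share of single replicates reaches that level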; also: values of inactives mirror those of a sister screen read the other way
TROY NFkB inh: inhibitors of TROY-driven NF-kB signaling, primary screen, Q293 LMP1-TROYcd cells, NF-kB luciferase, uHTS; Q293 LMP1-TROYcd NF-kB luciferase reporter, 4 h; inhibition, % at 10 µM; actives 0.98% (n = 360,000); AID 1347056, 2019;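 active = compounds whose plate-normalised and pattern-corrected inhibition of the luciferase reporter signal at the single screening dose is 50% or more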
CF NFkB inh: inhibitors of PAF-induced NF-kB signaling, primary screen, cell-based, GFP fluorescence, uHTS; KKLEB NF-kB-GFP reporter, GFP fluorescence overnight; actives 0.86% (n = 360,000); AID 588850, 2011; inhibition, % at 5 µM;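 active = at least 50% inhibition at 5 µM, scaled per plate between neutral and stimulator controls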;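 also: PAF is a Pseudomonas aeruginosa culture filtrate used as stimulus; plate controls were PAF-stimulated DMSO wells for no effect and unstimulated DMSO wells for full effect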
C8 TRAIL sens: viability loss with TRAIL in NB7+C8 cells, primary screen, TRAIL sensitizer project, cell-based, ATPlite luminescence. inhibition (viability loss, TRAIL sensitization), % at 10 µM. actives 1% (n = 360,000);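 active = compounds causing at least 50% loss of cell viability in the single-dose screen, relative to plate controls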
TWEAK Fn14 block: inhibitors of TWEAK-Fn14 signaling, primary screen, luciferase reporter cells, uHTS | actives 2% (n = 360,000) | TWEAK-stimulated Fn14 reporter cells, luciferase luminescence, 8 h | AID 1159606, 2016 | inhibition, % at 10 µM; in the data active = inhibition above about 50%
HIF-2a block: HIF-2a reporter inhibitors, primary screen, luminescence, 786-0 RCC cells. 786-0 RCC cells HIF-2a reporter, luciferase luminescence, overnight. inhibition, % at 18.8 µM. actives 0.72% (n = 360,000);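 active = inhibition of the luminescence signal of 40% or more relative to plate controls, in a single-dose primary screen at 18.75 µM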
NR2E3 ag-2: NR2E3 agonists in two-hybrid cells, primary screen, cell-based, luminescence, CHO-S, Gal4-NCOR/VP16-NR2E3; inhibition of corepressor binding, % at 3.98 µM; luciferase; AID 602229, 2012; actives 0.35% (n = 360,000);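 active = inhibition above the mean of all tested compounds plus 3 SD, cut at about 70% in these data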;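 also: 0% = DMSO with NR2E3 transfected cells and 100% = cells lacking NR2E3 construct; higher means lower luciferase signal from less NR2E3 corepressor binding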
* marks the source's active call; other numbers are inactive results; . = no result given. The list is partial (hit frequency here may not be typical).

SMILES	KKLEB tox	Shn3 3UTR inh	NR2E3 ag-1	Peg3 prom inh	TRPM1 prom inh	TROY NFkB inh	CF NFkB inh	C8 TRAIL sens	TWEAK Fn14 block	HIF-2a block	NR2E3 ag-2
COC(=O)COc1ccc(-c2ccc(F)cc2)cc1C=O	-6	-5	0	16	15	-41	10	5	1	16	-6
COc1cccc(C(=O)Nc2ccc(N3CCN(Cc4ccccc4)CC3)cc2)c1	-2	23	2	-21	-9	6	6	14	22	-33	-17
CC(C)(C)NC(=O)C(c1ccc(Cl)cc1)N(Cc1ccco1)C(=O)CCl (stereo unspecified)	4	-2	8	18	14	-1	-21	-1	8	0	-10
Cc1ccc2c(c1)c(-c1ccccc1)nc1nnnn12	6	-8	-1	13	-4	-17	1	-5	-18	16	23
COc1c(Cl)cc(Cl)cc1CNc1ccc(S(N)(=O)=O)cc1	-5	-14	-2	15	9	22	10	-2	-15	23	-21
COCCCn1cnnc1SC(C)C(=O)Nc1ccc(S(=O)(=O)N2CCOCC2)cc1 (stereo unspecified)	7	9	.	3	.	-9	20	1	-20	6	-30
COc1ccc(CCn2c(N)c(C(=O)NCc3ccco3)c3nc4ccccc4nc32)cc1OC	-11	-8	3	26	11	35	6	1	43	-6	0
O=C1C(=O)N(CCCO)C(c2ccc(Br)cc2)/C1=C(\O)c1ccc(Br)cc1 (stereo unspecified)	10	1	9	0	3	0	-11	-12	-20	2	-16
CCC(=O)N(c1ccc(F)cc1)C1C=CS(=O)(=O)C1 (stereo unspecified)	-10	-5	4	10	3	-1	8	14	-6	2	-10
O=C(NCC(=O)N1CCN(c2ncccn2)CC1)c1ccc(F)cc1	1	-43	4	-35	-19	-19	-3	6	-3	-53	-45
COc1ccc(C(=O)O)cc1S(=O)(=O)NCc1ccccn1	7	-8	4	19	7	-13	-17	-2	-15	14	3
COCC(=O)Nc1nc2n(n1)C(c1ccc(OC)cc1)CC(c1ccc(OC)cc1)N2 (stereo unspecified)	14	-35	.	15	3	-2	-9	9	5	4	11
Cc1ccc([N+](=O)[O-])cc1N1C(=O)CS/C1=N\NC(=O)c1cccnc1	-16	-18	3	1	34	-2	6	0	-3	22	13
COc1ccc(-n2c(C)nc3c(cnn3-c3ccc(C)cc3)c2=O)cc1	-6	1	3	6	-1	-12	10	7	5	-5	-8
CC(=O)Nc1ccc(-c2csc(NCCc3ccccc3)n2)cc1	12	-63	6	-214	-14	-9	-19	4	-32	-244	-108
CN1C(=O)N(C)C2(c3ccccc3)N(C)C(=O)NC12c1ccccc1 (stereo unspecified)	1	-11	0	8	-4	-9	-14	4	-10	11	5
CC1CN(CCCCSc2ccccc2)CC(C)O1 (stereo unspecified)	-7	4	4	4	-9	8	11	23	-16	-2	-14
O=C(Nc1cccc(C(=O)O)c1)/C(=C\c1ccccc1)NC(=O)c1ccccc1Cl	-8	-20	-1	16	2	-1	2	-7	-6	8	12
COc1ccc(-n2c(=S)[nH]c3cc(C(=O)NCCCN4CCCC4=O)ccc3c2=O)c(OC)c1	2	12	3	13	14	6	3	-14	6	6	-40
Cc1nn(CC(=O)NNC(=O)c2ccc(Br)cc2)c(C)c1[N+](=O)[O-]	-8	-9	-2	9	-2	-9	7	-12	-1	2	-14
CCOC(=O)C1CCCN(C(=O)c2cc3ccccc3cc2OC)C1 (stereo unspecified)	10	17	.	22	-4	-2	3	1	4	11	1
Cc1cc(N(CCO)CCO)ccc1C(c1ccc(N(CCO)CCO)cc1C)c1ccccc1Cl	19	11	-2	26	7	15	9	-14	2	25	-15
O=C(COc1ccc(Br)cc1)Nc1ccc([N+](=O)[O-])cn1	-5	-4	3	-60	10	-48	20	5	-26	-109	-10
COc1ccc(OC(=O)Nc2ccc([N+](=O)[O-])cc2OC)cc1	-2	-10	-2	15	-1	16	9	2	-3	14	8
CSCCC(c1nnnn1-c1c(C)cccc1C)N1CCN(C/C=C/c2ccccc2)CC1 (stereo unspecified)	-9	39	.	39	.	11	15	-11	1	-33	-2
COC(=O)c1ccc(NC(=S)NC2CC2)cc1	4	8	0	-1	-4	-2	-10	-1	-7	-29	18
COC(=O)c1sc(N)c(C(=O)OC)c1COC(=O)CNS(=O)(=O)c1cccc(C#N)c1	2	-2	3	6	0	-15	-8	-4	5	4	-30
CCOC(=O)CSc1nc2c(c(=O)n(C)c(=O)n2C)n1Cc1ccccc1F	21	10	-2	5	-5	-6	-18	-5	-4	6	9
CCC(=O)c1ccc(OCC(=O)OCC(=O)c2cc(C)n(CC3CCCO3)c2C)cc1 (stereo unspecified)	7	-17	1	-13	-6	-13	2	12	-1	1	-6
COCCNC(=O)C(c1ccco1)N(Cc1ccc(OC)cc1)C(=O)Cn1nnc2ccccc21 (stereo unspecified)	-3	27	0	7	-7	-24	-4	-18	-18	-25	6
O=[N+]([O-])c1ccc(C(O)C23CN4CN(CN(C4)C2)C3)cc1 (stereo unspecified)	4	3	0	21	-2	13	6	-12	15	6	-1
C#CCOCCOCCOCCNc1nc(N2CCN(C(=O)CCCCCCCCCCNC(=O)[C@H](CCCCN)n3cc(C[C@@H](C)CC)nn3)CC2)nc(N2CCN(C(=O)CCCCCCCCCCNC(=O)[C@H](CCCCN)n3cc(C[C@@H](C)CC)nn3)CC2)n1	-28	-16	-2	105*	41	65*	9	95*	51*	24	9
CCCCc1cc2c(cc1NC(=O)CN1CCCCC1)OCCO2	13	7	0	16	-4	-4	4	0	-27	-7	-3
Cn1cnnc1SCc1ccccc1Br	1	4	0	8	5	-8	10	-4	13	19	0
O=C(COc1ccccc1)NC(=S)Nc1ccc2c(c1)Cc1ccccc1-2	-4	-4	-3	-16	-5	-24	3	-12	-32	-4	-10
COC(=O)c1c(NC(=O)c2ccco2)sc2c1CCC2	6	-18	4	-59	1	.	-44	-1	1	-63	-69
Cc1c(Cl)cccc1NC(=S)NCC1COc2ccccc2O1 (stereo unspecified)	-3	0	4	19	7	3	13	4	18	1	-29
Cc1ccc(NC(=O)C2C(=O)N(C)c3ccccc32)cc1 (stereo unspecified)	2	-1	-4	-6	15	16	7	-5	-9	5	-8
Cc1cccnc1NC(=O)c1cccc(S(=O)(=O)NCc2ccccc2)c1	-6	-29	2	13	-3	-2	10	-6	0	19	-12
Cn1c2ccccc2c(=O)c2cc(C#Cc3ccccn3)ccc21	-2	-64	6	-267	-104	-44	-152	24	-108	-266	-126
CC(C)(C)OC(=O)n1cc(C(=O)c2ccccc2O)cn1	3	16	0	7	-3	21	2	3	-5	-1	-42
FCCCOc1ccc(/C=N/OCc2c(Cl)cccc2Cl)cc1	-8	-13	0	-80	-26	-38	-6	3	-5	-139	5
Cn1c(NC2CCCCC2)c(N=O)c(=O)n(C)c1=O	1	4	1	6	13	-2	-1	-7	-8	17	-20
O=Cc1c(N2CCN(c3ccccc3)CC2)nc2ccccn2c1=O	-1	-10	-1	-76	-14	-29	5	-10	-26	-108	-51
CC(Oc1ccc(F)cc1)c1nnc(SCC(=O)N(c2ccccc2)C2CCS(=O)(=O)C2)o1 (stereo unspecified)	-17	2	.	3	10	-17	30	37	-1	-14	5
Cc1ccc(NC(=O)CN2C(=O)N/C(=C/c3cc(C)n(-c4cccc(C(=O)O)c4)c3C)C2=O)cc1	20	-4	.	8	10	0	-35	2	0	10	-52
Cc1ccc(N2CCN(C(=O)CCc3nc4ccccc4[nH]3)CC2)c(C)c1	-2	31	0	31	5	4	28	10	0	-14	28
C[C@@H](CO)NC(=O)c1[nH]cnc1C(=O)Nc1ccc(CNC(=O)OC(C)(C)C)cc1	11	1	.	-8	.	7	-5	-11	-20	-2	-23
Cc1ccc(C2C(C#N)=C(N)N(c3cccnc3)C3=C2C(=O)CCC3)c(C)c1 (stereo unspecified)	-8	-2	6	-1	11	5	-8	-3	24	12	11
CC(C)(C)c1ccc(C(=O)NCCn2c(N)c(C#N)c3nc4ccccc4nc32)cc1	11	15	0	12	7	29	-31	-8	29	16	3
COc1ccc(NC(=O)c2cccc(OC(=S)N3CCOCC3)c2)cc1	-3	7	0	2	-5	-8	13	8	-8	-10	-44
CCOc1cccc(-c2nnc3sc(COc4ccccc4)nn23)c1	-8	0	-5	-30	4	-6	-10	-3	-34	-45	-36
Cc1ccc(S(=O)(=O)N(C)c2ccc(OCC(=O)NCc3ccco3)cc2)cc1	-4	8	-4	9	0	14	6	7	7	8	4
Cc1sc(NC(=O)CN2C(=O)NC3(CCCC3)C2=O)nc1-c1ccc(F)cc1	6	17	0	-24	-2	2	-40	4	9	-12	18
COc1ccc(CCn2c(C)cc(C(=O)COC(=O)c3ccc(O)cc3O)c2C)cc1	-16	24	.	4	.	-8	7	1	10	-18	-18
CCOC(=O)CSc1nc(C)c(Oc2ccc(Cl)cc2Cl)c(=O)[nH]1	0	2	-1	-6	-3	-14	-15	7	-20	15	-15
O=C(NC1CCCCC1)C(c1cccnc1)N(C(=O)CCl)c1cccc(Cl)c1 (stereo unspecified)	-63*	-7	1	106*	83*	9	54*	98*	44	62*	-15
COc1cccc(C2c3c(oc4ccccc4c3=O)C(=O)N2c2ccccn2)c1 (stereo unspecified)	-5	14	-2	-5	8	2	3	6	31	2	-13
Cc1ccc(CSc2n[nH]c(N)n2)cc1	2	-34	3	-140	-25	-38	9	7	-9	-125	-43
Cc1cc[n+](-c2[nH]c(=O)sc2/C=N/N=C(\[O-])CCn2c3ccccc3c3ccccc32)cc1	3	14	-3	25	-3	10	7	-30	-1	16	6

Another view of part of the listing above.
SMILES | KKLEB tox | Shn3 3UTR inh | NR2E3 ag-1 | Peg3 prom inh | TRPM1 prom inh | TROY NFkB inh | CF NFkB inh | C8 TRAIL sens | TWEAK Fn14 block | HIF-2a block | NR2E3 ag-2
Cc1ccc(S(=O)(=O)N(C)c2ccc(OCC(=O)NCc3ccco3)cc2)cc1 | -4 | 8 | -4 | 9 | 0 | 14 | 6 | 7 | 7 | 8 | 4
Cc1sc(NC(=O)CN2C(=O)NC3(CCCC3)C2=O)nc1-c1ccc(F)cc1 | 6 | 17 | 0 | -24 | -2 | 2 | -40 | 4 | 9 | -12 | 18
COc1ccc(CCn2c(C)cc(C(=O)COC(=O)c3ccc(O)cc3O)c2C)cc1 | -16 | 24 | . | 4 | . | -8 | 7 | 1 | 10 | -18 | -18
